Screening results (PubChem)
MrgX1 agonist – human MrgX1 receptor agonism, primary screen; MrgX1-HEK293 cells, Fluo-4 calcium fluorescence, agonist mode; stronger effect = higher value; B-score at 10 µM; 310,000 compounds, 0.44% hits;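 active = calcium response B-score plate-corrected fluorescence ratio at least 3 library SD, with starting fluorescence B-score inside 5 SD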
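Material: HEK293 cells stably expressing human MrgX1 receptor | Quantity: 15,000 cells per well | Times: Cells plated overnight, dye loaded 0.5 h 37 °C, 0.5 h room temperature | Measured by: Kinetic Fluo-4 NW fluorescence of intracellular calcium | Control set: Positive and negative controls per plate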
TRPC4 inh – TRPC4 (mouse) channel inhibition | 300,000 compounds, 0.39% hits | HEK293 TRPC4beta/mu-opioid, DAMGO-evoked Fluo4 calcium flux; stronger effect = lower value | AID 2247 | B-score at 10 µM;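 active = B-score over 3 SD under the library average, no early fluorescence shift, positive overall ratio signal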
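Assay system: HEK293 cells with stable TRPC4beta plus mu-opioid receptor expression; Probe or stimulus: DAMGO in two steps, submaximal then maximal; Dosing: single-point compound dosing; Measured by: Fluo4 calcium-dye fluorescence, kinetic read; Read-out basis: B score from integrated Fluo4 fluorescence ratio.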
MrgX1 antag – human MrgX1 receptor antagonism, primary screen; Q96LB2; MRGX1-HEK293 calcium flux, Fluo-4, BAM8-22 antagonism; stronger effect = lower value; B-score at 10 µM; 310,000 compounds, 1.3% hits;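 active = calcium-response B-score plate-corrected more than 3 library SD below zero, starting fluorescence within 5 deviations, no agonist response on first addition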;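 note: peak minus trough fluorescence over baseline after final BAM8-22 challenge near maximal dose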
TRPC6 act – activates the mouse TRPC6 cation channel; Q61143; HEK293-TRPC6 membrane potential dye fluorescence; stronger effect = higher value; B-score at 10 µM; 310,000 compounds, 0.13% hits;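 active = B-score of the integrated fluorescence ratio above library mean plus 3 SD, and starting fluorescence ratio within library mean plus 5 SD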;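 note: higher score means more depolarization so channel activation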
Target sequence (Q61143 whole entry, looked up): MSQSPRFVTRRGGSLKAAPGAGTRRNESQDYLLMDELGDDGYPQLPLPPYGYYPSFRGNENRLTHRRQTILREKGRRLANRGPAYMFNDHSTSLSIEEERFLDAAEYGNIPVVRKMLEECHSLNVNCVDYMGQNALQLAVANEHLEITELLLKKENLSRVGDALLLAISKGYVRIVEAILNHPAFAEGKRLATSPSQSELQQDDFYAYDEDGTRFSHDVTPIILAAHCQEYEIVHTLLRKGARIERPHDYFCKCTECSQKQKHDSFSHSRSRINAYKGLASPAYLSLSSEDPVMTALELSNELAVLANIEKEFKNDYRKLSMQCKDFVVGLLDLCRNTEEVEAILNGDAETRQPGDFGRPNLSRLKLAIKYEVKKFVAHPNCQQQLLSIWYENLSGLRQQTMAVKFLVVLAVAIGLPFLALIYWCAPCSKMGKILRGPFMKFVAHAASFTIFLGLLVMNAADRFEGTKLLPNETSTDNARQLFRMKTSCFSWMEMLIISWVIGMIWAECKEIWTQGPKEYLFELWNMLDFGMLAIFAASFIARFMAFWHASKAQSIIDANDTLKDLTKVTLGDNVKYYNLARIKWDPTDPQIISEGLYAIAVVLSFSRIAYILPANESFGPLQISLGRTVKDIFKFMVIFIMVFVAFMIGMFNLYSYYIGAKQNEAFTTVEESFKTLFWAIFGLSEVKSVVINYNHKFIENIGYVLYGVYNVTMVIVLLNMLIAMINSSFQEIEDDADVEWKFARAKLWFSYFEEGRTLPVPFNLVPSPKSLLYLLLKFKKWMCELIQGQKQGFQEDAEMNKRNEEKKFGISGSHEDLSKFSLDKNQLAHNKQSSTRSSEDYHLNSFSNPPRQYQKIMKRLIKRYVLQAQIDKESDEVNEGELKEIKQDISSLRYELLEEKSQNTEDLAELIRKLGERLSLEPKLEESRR
SKKanGAS inh – inhibitors of SKKanGAS S. pyogenes growth in kanamycin (SK-promoter or general growth effect); inhibition, % at 7.5 µM; AID 1662; BacTiter-Glo, 6 h; 300,000 compounds, 1.3% hits;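 active = mean replicate score, as percent of positive control median, at least 50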;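 note: strain carries kanamycin resistance gene driven by streptokinase promoter and grows in 40 µg/ml kanamycin; loss of luminescence reflects streptokinase promoter inhibition or plain growth inhibition; 0% = median of DMSO wells and 100% = positive control at its reference dose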
TMEM16A act – mouse TMEM16A channel activation, primary screen. AID 623877. 340,000 compounds, 0.3% hits. HEK293 TMEM16A/YFP-H148Q/I152L, iodide quench fluorescence; stronger effect = lower value. B-score at 10 µM. Q8BHY3;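 active = fluorescence-ratio B-score plate-corrected deviation score at least 3 library SD below zero, with starting fluorescence score within 5 deviations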;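 note: channel opened by trigger with iodide after compound preincubation; score built on the fluorescence ratio of max minus min over baseline; more negative score means more quench and so TMEM16A activation or potentiation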
TRPC4 potent – TRPC4 (mouse) allosteric potentiation | B-score at 10 µM | Q9QUQ5 | 310,000 compounds, 0.42% hits | HEK293 TRPC4beta/mu-opioid, DAMGO EC20, Fluo-4 Ca2+ flux; stronger effect = higher value | AID 2227;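 active = B-score of calcium response area above 5 SD of library B-scores, with initial fluorescence ratio within 5 SD of library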;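 note: B-score of integrated fluorescence ratio over time as area under calcium response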
TRPC4 act – activators of mouse TRPC4 channel | Q9QUQ5 | HEK293 TRPC4beta/mu-opioid, Fluo4 calcium fluorescence; stronger effect = higher value | B-score at 10 µM | 310,000 compounds, 0.49% hits | AID 2237;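 active = B-score above 5 SD of library B-scores, and initial fluorescence ratio not above library mean plus 5 SD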;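 note: positive B-score marks a calcium rise read as TRPC4 activation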
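System: HEK293 cells stably co-expressing mouse TRPC4beta and mu-opioid receptor; Schedule: Fluo4 dye loading 45 min at room temperature, 110 s recording; Detection: Fluo4 fluorescence, kinetic; Evaluation: B-scored integrated calcium fluorescence ratio; Controls: buffer (low) and maximal DAMGO (high).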
ANO1 block – inhibitors of mouse TMEM16A calcium-activated chloride channel; Q8BHY3; HEK293 TMEM16A/YFP iodide influx fluorescence, ionomycin; normalized B-score (activity score, 25-100; higher = stronger inhibition) at 10 µM; 310,000 compounds, 1.2% hits;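 active = ratio plate-corrected score three or more library SD toward inhibition, starting fluorescence score within five deviations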;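 note: score derived from kinetic fluorescence span divided by baseline fluorescence per well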
MrgX1 PAM – allosterically activates human MrgX1 receptor signaling | MrgX1-HEK293, Fluo-4 calcium flux, FDSS; stronger effect = higher value | B-score at 10 µM | 310,000 compounds, 0.63% hits | AID 588675;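 active = plate-corrected calcium response at least 3 library SD above typical, normal starting fluorescence, not activating the receptor alone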;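 note: compound read alongside a low EC10 to EC30 dose of BAM8-22 agonist; peak minus trough fluorescence over baseline measured at the second addition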
TRPC6 inh – mouse TRPC6 channel inhibition; Q61143; HEK293-TRPC6, membrane potential dye, ACh-evoked depolarization; stronger effect = lower value; B-score at 10 µM; 310,000 compounds, 1.1% hits; AID 2553;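 active = B-score under library mean minus 3 SD, initial fluorescence not abnormally high, positive integrated signal ratio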;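 note: B-score derived from integrated fluorescence ratio over the kinetic read; more negative B-score means stronger inhibition of depolarization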
An asterisk follows results filed as active; i = inactive; · = no result given.

SMILES	MrgX1 agonist	TRPC4 inh	MrgX1 antag	TRPC6 act	SKKanGAS inh	TMEM16A act	TRPC4 potent	TRPC4 act	ANO1 block	MrgX1 PAM	TRPC6 inh
Cc1ccccc1NC(=O)Cc1cn(C)c2ccccc12	i	i	i	i	7.2	i	i	i	i	i	i
O=C(Nc1ccc(C2SCCS2)cc1)c1ccccc1	i	i	i	i	3.0	·	i	i	i	i	i
Cc1ccsc1/C=N/NC(=O)Nc1ccccc1	i	i	i	i	-1.9	i	i	i	i	i	i
CCn1cc(/C=C2\SC(=O)N(CC(=O)Nc3ccc4c(c3)OCO4)C2=O)c2ccccc21	i	·	i	·	·	i	·	·	i	i	·
O=C(O)[C@@H]1CCCN1c1ncnc2sc3c(c12)CCC3	i	i	i	i	2.2	i	i	i	i	i	i
Clc1cccc(C2=NOC(c3nnc(-c4ccccc4)o3)C2)c1 (stereo unspecified)	i	i	i	i	-6.1	i	i	i	i	i	i
C=CCN(CC=C)C(=O)C[n+]1ccc(C(N)=O)cc1	i	i	i	i	-4.1	i	i	i	i	i	i
O=C(CNc1cccc(C(F)(F)F)c1)N/N=C/c1cccc(Br)c1	i	i	i	i	7.0	i	i	i	i	i	i
COC(=O)c1ccc(NC(=O)CSc2nc3[nH]ncc3c(=O)[nH]2)cc1	i	i	i	i	0.3	i	i	i	i	i	i
N=c1c(C(=O)NC2CCCC2)cc2c(=O)n3ccccc3nc2n1CCN1CCOCC1	i	i	i	i	-9.8	i	i	i	i	i	i
CC(C)(C)C1CCc2sc(-c3nnc(CCl)o3)cc2C1 (stereo unspecified)	i	i	i	i	12.0	i	i	i	i	i	i
CC1(C)C(Cl)C(=O)C(C(=O)c2ccccc2)C(=O)C1Cl (stereo unspecified)	i	i	i	i	-1.0	i	i	i	i	i	i
Cc1ccc2nc(-c3ccncc3)cc(C(=O)Nc3ccc(F)cc3C)c2c1	i	i	i	i	-2.8	i	i	i	i	i	i
CCOC(=O)[C@@H]1[C@H]2COc3ccc(Br)cc3[C@H]2N2C(=O)N(c3ccc(F)cc3)C(=O)[C@]12C	i	i	i	i	0.3	i	i	i	i	i	i
N#Cc1c2c(c(NCCN3CCOCC3)n3c1nc1ccccc13)CCCC2	i	i	i	i	-2.5	i	i	i	i	i	i
CCCNC(=O)c1ccc(C2SCC(=O)N2CCc2ccccc2)cc1 (stereo unspecified)	i	i	i	i	-4.1	i	i	i	i	i	i
CCOc1ccc(NS(=O)(=O)c2ccc(C)c(C(N)=O)c2)cc1	i	i	i	i	2.5	i	i	i	i	i	i
COc1ccc(NS(=O)(=O)c2cn(C)cn2)cc1	i	i	i	i	1.1	i	i	i	i	i	i
CC1=CC2=NC(=O)/C(=C\c3cccn3CCOc3cc(C)ccc3C)C(=N)N2O1	i	i	i	i	11.1	i	i	i	i	i	i
COc1cc(/C=N/NC(=O)c2ccc3c(c2)OCO3)ccc1O	i	i	i	i	8.6	i	i	i	i	i	i
CCOC(=O)c1ccc(Nc2sc(C(=O)c3cccc([N+](=O)[O-])c3)c(N)c2C#N)cc1	i	i	i	i	12.0	i	i	i	i	i	i
Cc1ccccc1OCCC(=O)Nc1c(C)n(C)n(-c2ccccc2)c1=O	i	i	i	i	4.1	i	i	i	i	i	i
Cc1ccc(-c2nc(C#N)c(N3CCC(C(N)=O)CC3)o2)cc1	i	i	i	i	-1.1	i	i	i	i	i	i
CCN(CC(=O)NC1CC1)S(=O)(=O)c1ccc(OC)cc1	i	i	i	i	-0.6	i	i	i	i	i	i
Cc1ccc2nc(NCCCO)[nH]c2c1	i	i	i	i	3.7	i	i	i	i	i	i
COc1ccc(-c2nnc(SCC(=O)NCc3ccco3)o2)cc1	i	i	i	i	-0.8	i	i	i	i	i	i
CS(=O)(=O)c1ccc(C(=O)NC2CCCc3ccccc32)cc1 (stereo unspecified)	i	i	i	i	4.2	i	i	i	i	i	i
Cc1cc(N2CC(C)OC(C)C2)n2cc(-c3ccccc3)nc2n1 (stereo unspecified)	i	i	i	i	10.9	i	i	i	i	i	i
S=C(NCCc1ccccc1)N/N=C/c1ccc(Cl)cc1	i	i	i	i	65.0*	i	i	i	i	i	i
O=C(Cn1cnc2ccccc2c1=O)N/N=C/c1ccc(Br)cc1	i	i	i	i	-2.3	i	i	i	i	i	i
COC(=O)c1ccccc1N=C(SC)N(C)C	i	i	i	i	-7.8	i	i	i	i	i	i
O=C(CSc1nnc(Nc2ccccc2)s1)Nc1ccc(S(=O)(=O)N2CCOCC2)cc1	i	i	i	i	-1.9	i	i	i	25*	i	i
CC(C)NC(=O)CSc1nc2sccc2c(=O)n1-c1ccccc1	i	i	i	i	6.1	i	i	i	i	i	i
COc1ccc(CCNC(=O)c2cc3c(=O)n4ccccc4nc3n(CCN3CCOCC3)c2=N)cc1	i	i	i	i	0.9	i	i	i	i	i	-5.72*
COc1ccccc1/C=C/C(=O)NC(=S)NCC1CCCO1 (stereo unspecified)	i	i	i	i	-11.2	i	i	i	i	i	i
COc1ccccc1NC(=S)NC1CCCCC1	i	i	i	i	3.6	i	i	i	i	i	i
COc1cc(/C=N/N=C(\N)c2nonc2N)cc(OC)c1O	i	i	i	i	-0.7	i	i	i	i	i	i
O=c1cc(Cl)[nH]n(-c2ccccc2)c1=O	i	i	i	i	-2.7	i	i	i	i	i	i
CCOC(=O)C1CCCN(C2CC(=O)N(c3cccc(C)c3)C2=O)C1 (stereo unspecified)	i	i	i	i	0.2	i	i	i	i	i	i
CCOC(=O)C(C)Sc1nc(N)c(NC(=O)c2ccc(OC)c(OC)c2)c(=O)[nH]1 (stereo unspecified)	i	i	i	i	-0.8	i	i	i	i	i	i
CNC(=O)CSc1nc(-c2ccccc2)c(-c2ccccc2)[nH]1	i	i	i	i	6.2	i	i	i	i	i	i
COc1ccc(CCNC(=O)C2CC(c3ccccc3C(F)(F)F)=NO2)cc1 (stereo unspecified)	i	i	i	i	-0.9	i	i	i	i	i	i
CO/N=C/C(=N\Nc1ccc(OC)cc1)C(=O)c1ccc(OC)cc1	i	i	i	i	-4.1	i	i	i	i	i	i
COc1cc(OC)cc(-c2nn[nH]n2)c1	i	i	i	i	-3.5	i	i	i	i	i	i
COc1ccccc1-c1cc(C(=O)N2CCCc3ccccc32)no1	i	i	i	i	-6.3	i	i	i	i	i	i
CC(=O)c1nnn(-c2nc(N3CCCC3)nc(N(c3ccccc3)c3ccccc3)n2)c1C	i	i	i	i	-0.9	i	i	i	i	i	i
O=C(CCC(=O)c1cccs1)NCC(=O)Nc1ccc(F)c(F)c1F	i	i	i	i	5.7	i	i	i	i	i	i
O=C1NN(c2ccccc2)C(=O)/C1=C/c1ccc(Sc2cccc3ccccc23)o1	i	i	i	i	50.0*	i	i	i	i	i	i
Cc1cccc(-n2nnnc2SCC(=O)Nc2ccc(N3CCN(C)CC3)cc2)c1	i	i	i	i	1.0	i	i	i	i	i	-5.68*
CCc1ccc(C(c2c(C)nn(-c3ccccc3)c2N)c2c(C)nn(-c3ccccc3)c2N)cc1	i	i	i	i	11.8	i	i	i	i	i	i
Cc1nc2c(-c3ccc(F)cc3)cnn2c(N)c1-c1ccccc1	i	i	i	i	18.7	i	i	i	i	i	i
CCC1(CC)Cc2ccccc2C(C2=C(O)CC(C)(C)CC2=O)=N1	i	i	-4.83*	i	1.8	i	i	i	i	i	i
Cc1onc(-c2ccccc2Cl)c1C(=O)OCC(=O)N1CCCc2ccccc21	i	i	i	i	11.8	i	i	i	i	i	i
COc1ccc(C(=O)NCCCOc2cccc(NC(C)=O)c2)cc1	i	i	i	i	-5.6	i	i	i	i	i	i
O=C1Nc2ccc(Cl)cc2/C1=C/C1CC=CCC1 (stereo unspecified)	i	i	i	i	-4.8	i	i	i	i	i	i
CCOC(=O)C1CCN(C2=NC(=O)/C(=C/c3ccc(Cl)cc3)S2)CC1	i	i	i	i	-21.8	i	i	i	i	i	i
COc1ccc(CCn2c(SCC(=O)Nc3cc(C)on3)nc3ccsc3c2=O)cc1OC	i	·	i	·	·	i	·	·	i	i	·
COc1ccc(CNC(=O)COC(=O)CCOc2ccccc2)cc1	i	i	i	i	-17.1	i	i	i	i	i	i
COc1ccc(C)cc1NC(=O)CSc1nnnn1C1CCCC1	i	i	i	i	-3.8	i	i	i	i	i	i
COC(=O)/C=C/CC(C)OS(N)(=O)=O (stereo unspecified)	i	i	i	i	-0.3	i	i	i	i	i	i

Carrying on:
SMILES	MrgX1 agonist	TRPC4 inh	MrgX1 antag	TRPC6 act	SKKanGAS inh	TMEM16A act	TRPC4 potent	TRPC4 act	ANO1 block	MrgX1 PAM	TRPC6 inh
C=CCNC(=O)/C(C#N)=C/c1ccc(SC)cc1	i	i	i	i	-2.2	i	10*	i	i	i	i
CS(=O)(=O)c1ccc2nc(NC(=O)Nc3ccc(Cl)c(Cl)c3)sc2c1	i	i	i	i	1.9	i	i	i	i	i	i
CCOc1cc(S(=O)(=O)NCCc2ccccc2C)c(OCC)cc1-n1cnnn1	i	i	i	i	-8.2	i	i	i	i	i	i
Cc1ccc(-c2nnc(SCC(=O)N/N=C/c3ccccc3C(=O)O)n2-c2ccc(Cl)cc2)cc1	i	i	i	i	7.7	i	i	i	i	i	i
Cn1c(CC(=O)Nc2ccccc2)nnc1SCC(=O)NC1CCCC1	i	i	i	i	1.4	i	i	i	i	i	i
CC(C)(C)NC(=O)CN1CCC(NC(=O)C23CC4CC(CC(C4)C2)C3)CC1	i	i	i	i	4.6	i	i	i	i	i	i
COC(=O)[C@@H]1Cc2c([nH]c3ccccc23)C(C)N1C(=O)c1ccccc1 (stereo partly specified)	i	i	i	i	5.0	i	i	i	i	i	i
COc1ccc(Cl)cc1S(=O)(=O)NCc1ccncc1	i	i	i	i	0.5	i	i	i	i	i	i
